High-throughput results deposited in PubChem BioAssay by Fisher Drug Discovery Resource Center.
NPYLR7 agonist: activates Aedes aegypti NPYLR7 receptor. activation, % at 10 µM. HEK293T NPYLR7/Galpha15, GCaMP6s calcium fluorescence. 0.15% of 270,000 active. AID 1259423; in the data active = activation above about 40%;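 note: 0% = vehicle and 100% = reference agonist at the receptor; some compounds past the cut are filed as inactive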
hcGAS inh: inhibitors of human cGAS; Q8N884; recombinant h-cGAS, ATP depletion, Kinase-Glo luminescence; inhibition, % at 12.5 µM; 0.081% of 290,000 active; AID 1259398;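 note: 0% = vehicle reaction and 100% = reaction without DNA for no activity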
Target sequence (Q8N884 whole entry, looked up): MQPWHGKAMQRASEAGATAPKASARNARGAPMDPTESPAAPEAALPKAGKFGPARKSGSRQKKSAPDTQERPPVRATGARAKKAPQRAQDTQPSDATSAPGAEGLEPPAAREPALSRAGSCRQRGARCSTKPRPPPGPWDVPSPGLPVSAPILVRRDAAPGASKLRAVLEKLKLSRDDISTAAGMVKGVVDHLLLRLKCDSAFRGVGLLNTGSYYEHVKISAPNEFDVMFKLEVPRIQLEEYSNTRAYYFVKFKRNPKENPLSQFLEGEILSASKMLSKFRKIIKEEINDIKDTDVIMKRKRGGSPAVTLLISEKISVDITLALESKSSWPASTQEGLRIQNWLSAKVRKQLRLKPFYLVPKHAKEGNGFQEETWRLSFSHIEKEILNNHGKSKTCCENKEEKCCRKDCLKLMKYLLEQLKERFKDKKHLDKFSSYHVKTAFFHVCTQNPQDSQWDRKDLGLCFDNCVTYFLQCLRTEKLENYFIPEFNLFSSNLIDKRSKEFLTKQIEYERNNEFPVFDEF
mcGAS inh: mouse cGAS inhibition by luminescence. AID 1259399. 0.15% of 160,000 active. recombinant cGAS, Kinase-Glo ATP depletion luminescence. inhibition, % at 12.5 µM;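 note: 0% = negative control wells and 100% = reference inhibitor with no enzyme activity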
An asterisk follows results filed as active; . = no result given. Cut-off read from the data, not from the text of the source, unless noted: active = inhibition above about 40%; inactive = the rest.

Sample of the layout:
1: Cc1nc(NCCN2CCCCC2CO)cc(C(C)C)n1 (stereo not given)
2: Cc1cc(C)cc(CSCCCn2c(=O)c3c(ncn3C)n(C)c2=O)c1
3: O=C(c1ccccc1Br)N1C(=O)c2ccccc2S1(=O)=O
4: Cc1ccccc1C(C)NC(=O)CSc1nc2ccsc2c(=O)n1C (stereo not given)

Assay by compound	1	2	3	4
NPYLR7 agonist	0	4	3	1
hcGAS inh	-2	-12	1	-5
mcGAS inh	.	-13	2	.

Results, previewed entries included:
1: Cc1nc(NCCN2CCCCC2CO)cc(C(C)C)n1 (stereo not given)
2: Cc1cc(C)cc(CSCCCn2c(=O)c3c(ncn3C)n(C)c2=O)c1
3: O=C(c1ccccc1Br)N1C(=O)c2ccccc2S1(=O)=O
4: Cc1ccccc1C(C)NC(=O)CSc1nc2ccsc2c(=O)n1C (stereo not given)
5: Cc1nnc2ccc(OCCNS(=O)(=O)c3ccccc3C(F)(F)F)nn12
6: CCN(CC)C(=O)Oc1ccc2c(ccn2C)c1NC(=O)[C@H](C)OC(C)=O

Assay by compound	1	2	3	4	5	6
NPYLR7 agonist	0	4	3	1	-2	0
hcGAS inh	-2	-12	1	-5	-5	-12
mcGAS inh	.	-13	2	.	-9	-9

7: COC(=O)Cn1c(=NC(=O)CCc2ccccc2)sc2cc(Br)ccc21
8: Cn1c(N2CCN(Cc3csc(-c4ccc(F)cc4)n3)CC2)c(C#N)c(=O)n(C)c1=O
9: CC(C)Cc1cc(C(=O)NCCN2c3ccccc3CC2C)n[nH]1 (stereo not given)
10: C=C(Cl)CSCc1nc(N)nc(N)n1
11: CCC(c1cccnc1)N(C)CCn1c(=O)oc2ccccc21 (stereo not given)
12: CCCCN(CC(=O)Nc1cc(-c2ccccc2)nn1-c1ccc(OC)cc1)C(=O)Nc1ccccc1C(F)(F)F

Assay by compound	7	8	9	10	11	12
NPYLR7 agonist	2	4	-3	8	3	20
hcGAS inh	0	-1	5	-6	-5	-10
mcGAS inh	.	-9	.	.	.	-4

13: Cn1c(=O)n(CC(=O)OCc2ccccc2)c(=O)c2c1nc1n2CCCN1Cc1ccccc1
14: COCCN(CC(=O)N1CCc2sccc2C1c1ccccc1C)S(=O)(=O)c1cc(Cl)ccc1Cl (stereo not given)
15: Cn1c(COc2ccc3ccccc3c2)nc2ccccc21
16: C=CCN=c1scc(-c2ccc(C)cc2)n1N=C(C)c1cccnc1
17: CC[C@H](O)[C@@H]1N(C(=O)c2cc(C)oc2C)C2CCC1(O)CC2
18: Cc1ccn2c(NC(=O)C(C)C)c(-c3cccc(Cl)c3)nc2c1

Assay by compound	13	14	15	16	17	18
NPYLR7 agonist	7	.	-2	-8	21	-2
hcGAS inh	-7	3	-9	-7	1	-6
mcGAS inh	-6	0	.	.	-9	-5

19: CCN1CCN(C(=O)c2ccc(N3CCC(N4CCCC(OCc5ccccc5)C4)CC3)cc2)CC1 (stereo not given)
20: C#CCN1C(=O)[C@]2(C)[C@H](c3ccccc31)[C@@H](C(N)=O)CN2C(=O)CCC=C
21: Cc1[nH]ncc1CCCNC(=O)Nc1ccc(Cl)c(Cl)c1
22: COc1ccc(Oc2cc(N3CCN(C(=O)C4CCCCC4)C(C)C3)ncn2)cc1 (stereo not given)
23: CC(C)(NS(=O)(=O)c1cccc(Cl)c1F)c1ccccc1
24: CC(C)(C)c1ccc(-c2cc(N3CCN(Cc4cccnc4)CC3)n3nccc3n2)cc1

Assay by compound	19	20	21	22	23	24
NPYLR7 agonist	-7	1	-2	-16	-1	-9
hcGAS inh	3	-3	-11	-5	-10	0
mcGAS inh	-1	-5	.	-5	.	-2

25: CCCCCc1ccc(C(=O)CSc2nnc(NC(=O)C3CCC3)s2)cc1
26: CC(C)c1cc(C2CCN(C(=O)CCn3cnc4ccccc4c3=O)CC2)[nH]n1
27: N#CC(c1ccccc1)N1CCN(C(=O)C=Cc2cccs2)CC1 (stereo not given)
28: O=C(NCCN1CCOCC1)[C@@]1(OCc2ccc(F)cc2)CC(OCc2cccc(OC(F)(F)F)c2)[C@H](O)[C@H](O)C1 (stereo not given in full)
29: Cc1ccc(NC(=O)C2(C)CCN2Cc2ccc(-c3ccccc3)o2)cc1O (stereo not given)
30: Cc1nc(-c2cccc(-c3ccc(C(C)N4CCOCC4)cc3)c2)no1 (stereo not given)

Assay by compound	25	26	27	28	29	30
NPYLR7 agonist	25	8	5	5	-3	10
hcGAS inh	-1	-2	-4	9	-2	-8
mcGAS inh	-2	-12	-5	-3	.	-11

31: O=C(Nc1nnc(-c2ccc3c(c2)OCO3)s1)C1CCCN1C(=O)c1cc(Cl)cc(Cl)c1 (stereo not given)
32: CNc1cncc(-c2c(C)cccc2C)n1
33: COc1ccc2cc(-c3[nH]ncc3CN(C)Cc3ccc(-n4cccn4)cc3)ccc2c1
34: c1cc2c(cc1CN1COc3cc4c(cc3C1)OCN(Cc1ccc3c(c1)OCO3)C4)OCO2
35: COc1ccc(-n2ncc3c2CC(C)(C)CC3NC(=O)CN2CCOC2=O)cc1 (stereo not given)
36: Cc1noc2ccc(CN3CCC(c4cc(CC(=O)O)[nH]n4)CC3)cc12

Assay by compound	31	32	33	34	35	36
NPYLR7 agonist	1	3	.	0	6	16
hcGAS inh	-5	-7	-3	-8	-9	-6
mcGAS inh	-3	.	-8	.	.	.

37: Cc1ccccc1C1(CNC(=O)c2ccccc2)CCOCC1
38: O=C(Cn1nc2c(N3CCOCC3)nccn2c1=O)Nc1ccccc1Br
39: COc1ccc(OC)c(NC(=O)c2c(-c3ccccc3Cl)noc2C)c1
40: CCN(CC)S(=O)(=O)c1cc(C)c(C)cc1Br
41: COC(=O)c1nnn(-c2ccc(Br)cc2)c1C(=O)OC
42: Cc1cc(C)c2nc(NC(=O)C(C)C)sc2c1

Assay by compound	37	38	39	40	41	42
NPYLR7 agonist	4	-7	2	-3	5	1
hcGAS inh	-9	-3	-5	-4	-13	-4
mcGAS inh	.	-5	.	.	-9	-5

43: O=S(=O)(c1cccs1)N1CCN(CCc2ccccc2)CC1
44: O=C(NC12CC3CC(CC(C3)C1)C2)C1(c2ccccc2)CC1
45: CCOC(=O)C1C(=O)C=C(c2ccc(OC)c(OC)c2)CC1c1ccccc1F (stereo not given)
46: COc1cc(C)ccc1-n1c(CCC(=O)NCC2CCCO2)cc2c1-c1ccccc1OC2 (stereo not given)
47: COc1ccc(C2SCC(=O)N(CC(=O)NCCN(C)C)c3c2c(C(C)(C)C)nn3-c2cccc(Cl)c2)cc1OC (stereo not given)
48: Cc1nc(CN2CCCC2c2nc3ccc(F)cc3[nH]2)cs1 (stereo not given)

Assay by compound	43	44	45	46	47	48
NPYLR7 agonist	14	1	3	1	18	1
hcGAS inh	-5	3	-5	4	-6	-2
mcGAS inh	.	.	-3	0	-4	-13

49: N#Cc1cc(NCCC(=O)NCc2ccncc2)nc2ccccc12
50: O=C(NC(C1CC1)C1CC1)N1CCCC(c2nc3ccccc3o2)C1 (stereo not given)
51: CC1Oc2ccc(NC(=O)CCc3cccs3)cc2NC1=O (stereo not given)
52: O=C(Cc1c[nH]c2ccccc12)NNS(=O)(=O)c1cccc(F)c1
53: O=C(NC(=O)C1CCNCC1)c1cc2c(s1)CS(=O)(=O)C2
54: COC(=O)C(NC(=O)C12CC3(C)CC(C)(CC(C)(C3)C1)C2)C(C)C (stereo not given)

Assay by compound	49	50	51	52	53	54
NPYLR7 agonist	2	-21	-3	-9	5	3
hcGAS inh	-7	-8	-2	-1	-9	-5
mcGAS inh	.	.	.	.	-3	.

55: CC(=O)N(C(C)=O)c1c(-c2ccccc2)nnn1-c1ccccc1
56: CCOC(=O)C1CCN(C(=O)c2cccc(CSc3nc(-c4ccccc4)cc(N4CCN(Cc5ccc6c(c5)OCO6)CC4)n3)c2)CC1
57: CCOC(=O)C1=C(O)/C(=C\c2c(O)cc(OC)cc2OC)SC1=Nc1ccccc1Cl
58: Cc1nn(-c2ccc(C(C)(C)C)cc2)c(C)c1CCC(=O)N1CCc2ccccc2C1
59: c1ccc(-c2ncn(CCCc3cccnc3)c2C2CCOC2)cc1 (stereo not given)
60: CC1C=CCC2C(=O)N(c3ccc4c(c3)CCC4)C(=O)C12 (stereo not given)

Assay by compound	55	56	57	58	59	60
NPYLR7 agonist	2	2	5	-8	.	5
hcGAS inh	2	4	-2	-6	4	-6
mcGAS inh	.	-2	-4	-5	-2	-5

61: CCCc1c(C(=O)N2CCN(c3nccc(-c4ccc(OCC)cc4)n3)CC2)cnn1-c1ccc(Cl)cc1
62: Cc1cccc(CN(Cc2ccccc2)Cc2ncc[nH]2)n1
63: CNc1ncccc1C(=O)N1CCCC(c2[nH]ncc2-c2ccccc2)C1 (stereo not given)
64: O=C(O)c1ccccc1-c1nccc(C2CCCC2)n1
65: COC(=O)C1c2sc(=O)[nH]c2SC2C(=O)N(c3ccc(Cl)cc3)C(=O)C21 (stereo not given)
66: COc1ccc(Br)cc1-c1nnc2n(CCC(C)C)c3c(=O)[nH]c(=O)n(C)c3n12

Assay by compound	61	62	63	64	65	66
NPYLR7 agonist	23	1	.	6	18	4
hcGAS inh	-11	-6	-1	-5	-12	-5
mcGAS inh	-6	.	-14	.	14	.

67: CN(Cc1nccs1)Cc1cn(-c2ccccc2)nc1-c1ccc2c(c1)OCO2
68: CCc1ccccc1N1C(=O)N(Cc2cc(OC)ccc2C(=O)OC)c2ccccc2S1(=O)=O
69: CCOc1ccc(OCC)c(NC(=O)c2cnc3n[nH]c(C)c3c2)c1
70: COc1cccc(CNc2nc(NC(C)C)nc3ccsc23)c1OC
71: COc1cc(-c2ccc(SCC(N)=O)nn2)cc(OC)c1OC
72: Cc1sc2ncnc(N3CCC(C(=O)N4CCCCC4)CC3)c2c1C

Assay by compound	67	68	69	70	71	72
NPYLR7 agonist	-20	2	7	9	11	-4
hcGAS inh	3	-1	-4	-11	-12	-2
mcGAS inh	1	.	.	.	.	.

73: CC(NC(=O)N1CCc2ccccc21)c1ccc(-c2cncnc2)cc1 (stereo not given)
74: CCOc1ccc(C(=O)Nc2nc(-c3ccc(OC)cc3)cs2)cc1
75: CN(C)c1ccc(NC(=O)CSc2n[nH]c(CC3CCCC3)n2)cc1
76: CO[C@H]1C[C@@H]2C[C@H](c3ccccn3)OC[C@]2(O)[C@@H]1N1CCN(C(=O)c2ccco2)CC1
77: Cc1ccc(-c2csc(NC(=O)CC3CCCC3)n2)o1
78: CN1C(=O)c2cccc3c(Cl)cc(Cl)c1c23

Assay by compound	73	74	75	76	77	78
NPYLR7 agonist	-2	1	2	-2	6	6
hcGAS inh	-6	5	-2	8	-9	-4
mcGAS inh	.	-7	.	-5	-6	.

79: CC(C)(C)c1ccc(C2=N/C(=C\c3cc4c(cc3Cl)OCO4)C(=O)O2)cc1
80: O=C(c1c(F)cccc1Cl)N1CCC(c2nc(-c3ccc(Cl)cc3)no2)CC1
81: O=C(C1CCCN1Cc1cnc2ccccn12)N1CCCC2CCCCC21 (stereo not given)
82: Cc1c(/C=C/C(=O)NC2C3CC4CC(C3)CC2C4)cnn1C (stereo not given)
83: COc1cccc(COC(CN2CCN(C(=O)c3sccc3C)CC2)c2ccc(Cl)cc2)c1 (stereo not given)
84: Cc1ccc(CSc2nccn(-c3ccc(C)cc3)c2=O)cc1

Assay by compound	79	80	81	82	83	84
NPYLR7 agonist	-3	4	0	-3	2	5
hcGAS inh	2	-3	-6	-7	-7	-6
mcGAS inh	-1	-4	.	.	-5	-8

85: CCc1ncc(C(=O)NC(C)Cc2cc(C)[nH]n2)cn1 (stereo not given)
86: CCN=c1scc(C)n1N=Cc1ccc(O)c(O)c1O
87: COc1ccc(-c2nnc(SCc3cccc(OC)c3)n2-c2ccccc2)cc1
88: CC(c1nc(N)nc(N(C)C)n1)N1CCN(c2ccccc2F)CC1 (stereo not given)
89: COc1cc2c(cc1OC)C(c1ccccc1Cl)N(C(=O)c1c(F)c(F)c(F)c(F)c1F)CC2 (stereo not given)
90: CCC(=O)Nc1ccc(N(C)C)c(CN(Cc2ccco2)C(=O)COC)c1

Assay by compound	85	86	87	88	89	90
NPYLR7 agonist	.	-11	-1	10	6	.
hcGAS inh	-5	3	-5	-9	3	-8
mcGAS inh	-14	.	-4	-7	2	-12

91: CC1=C(C(=O)Nc2c(F)c(F)c(F)c(F)c2F)C2(CCCCC2)OC1=O
92: COC(=O)C(C)Sc1nnc(-c2ccncc2)n1-c1ccccc1C (stereo not given)
93: CC(=O)c1cccc(CN2CCCC(Nc3ccccc3)C2)c1 (stereo not given)
94: CCN(CC)c1ccc2cc(-c3nnc(Nc4cc(F)ccc4C)s3)c(=O)oc2c1

Assay by compound	91	92	93	94
NPYLR7 agonist	6	-1	0	3
hcGAS inh	-3	-4	-7	-7
mcGAS inh	-2	-6	-3	1
